AID2073 = inhibitors of Mint1-CaV2.2 protein interaction, biochemical, HTRF (AID 2073) | HTRF protein-protein interaction, Mint1-CaV2.2; higher % means a stronger effect | one-dose inhibition, % at 20 µM; IC50 in µM for titrated hits | hit rate 0.19% among 290,000; in the data active means inhibition mostly above about 51%, no sharp cut-off; further: some results filed as inactive read as strong as hits
GPR35 arrestin U2OS = GPR35 antagonists blocking zaprinast-driven arrestin recruitment, primary screen, imaging, U2OS, beta-arrestin-GFP, zaprinast agonist (AID 2058). U2OS GPR35 beta-arrestin-GFP translocation imaging, zaprinast antagonism; higher % means a stronger effect. inhibition, % at 10 µM, or IC50 in µM where a hit was titrated. hit rate 0.052% among 290,000;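 active means inhibition of at least 50% with at least 30 cells and total cytoplasm GFP at most 10,000,000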
GPR55 antagonists = inhibition of LPI-stimulated GPR55 beta-arrestin translocation – imaging, U2OS, beta-arrestin-GFP, LPI agonist, primary screen (AID 2013) | hit rate 0.13% among 290,000 | inhibition, % at 10 µM; hits with a dose series show IC50 in µM | U2OS GPR55 beta-arrestin-GFP translocation imaging, LPI antagonism; higher % means a stronger effect;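 active means spots per cell inhibited over 60%, with over 100 cells counted and total cytoplasm intensity under 500,000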;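 further: U2OS cells stably carrying GPR55 and arrestin-GFP stimulated by 5 µM LPI near EC80; imaged beta-arrestin-GFP aggregate spots per cell after agonist stimulation; plate controls were LPI-stimulated DMSO wells for no effect and DMSO wells without LPI for full effect; some results filed as inactive read as strong as hits; confirmed hits need IC50 under 10 µM and bright autofluorescent wells are also inconclusive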
Yfh1-off respiration = mitochondrial function rescue without frataxin homolog – Friedreich's ataxia, plus single-dose screen, dose response (AID 1465); S. cerevisiae Yfh1-off respiration, WST-1 reduction, 72 h; higher fold induction means a stronger effect; fold induction at 50 µM; hits with a dose series show EC50 in µM; hit rate 0.074% among 220,000;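 active means fold induction of absorbance versus untreated yeast above a set limit, then at least 30% activation at any dose in follow-up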;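 further: activators that raise dye reduction in frataxin-depleted yeast; strong numbers were not always called active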
NS5 inhibitors = Dengue-2 NS5 methyltransferase inhibitors, primary screen, biochemical, confirmation dose response (AID 588689) | hit rate 0.3% among 340,000 | Dengue-2 NS5 methyltransferase capping enzyme assay, biochemical; higher % means a stronger effect | inhibition, % at 25 µM; hits with a dose series show IC50 in µM; in the data active means a potency from the dose series
MgcRacGAP inhibition = MgcRacGAP GTPase-activating activity inhibitors, confirmation, biochemical, ADP Hunter fluorescence; hit rate 0.6% among 340,000; MgcRacGAP-stimulated Rac1 GTP hydrolysis, ADP Hunter fluorescence; higher % means a stronger effect; GST-tagged Rac1 F28L mutant substrate; AID 624330; inhibition, % at 30 µM, or IC50 in µM where a hit was titrated;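 active means first-screen hits whose inhibition reached a set limit at any dose in the follow-up dose series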;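 further: fluorescence reports GDP produced by GAP-driven GTP hydrolysis; strong numbers were not always called active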
GPR55 activation = selective activators of receptor GPR55 – imaging, U2OS cells, beta-arrestin-GFP redistribution, primary screen (AID 1961) | one-dose activation, % at 10 µM; EC50 in µM for titrated hits | U2OS GPR55 beta-arrestin-GFP redistribution imaging; higher % means a stronger effect | hit rate 0.048% among 290,000;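 active means activation above 40% with more than 50 cells counted in the well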;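 further: U2OS osteosarcoma cells stably expressing GPR55 and beta-arrestin-GFP; plate controls were DMSO negative control for no effect and LPI positive control for full effect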
NTR1 agonist = NTR1-driven beta-arrestin-GFP spot formation – imaging, U2OS cells, high content, primary screen (AID 493036) | P30989 | agonist mode | activation, % at 20 µM | hit rate 0.17% among 330,000;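 active means activation at or above 40% of the spot to cytoplasm intensity ratio, with at least 20 cells analyzed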;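 further: 0% = DMSO without peptide and 100% = 100 nM NTR1 peptide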
Target sequence (P30989 whole entry, looked up): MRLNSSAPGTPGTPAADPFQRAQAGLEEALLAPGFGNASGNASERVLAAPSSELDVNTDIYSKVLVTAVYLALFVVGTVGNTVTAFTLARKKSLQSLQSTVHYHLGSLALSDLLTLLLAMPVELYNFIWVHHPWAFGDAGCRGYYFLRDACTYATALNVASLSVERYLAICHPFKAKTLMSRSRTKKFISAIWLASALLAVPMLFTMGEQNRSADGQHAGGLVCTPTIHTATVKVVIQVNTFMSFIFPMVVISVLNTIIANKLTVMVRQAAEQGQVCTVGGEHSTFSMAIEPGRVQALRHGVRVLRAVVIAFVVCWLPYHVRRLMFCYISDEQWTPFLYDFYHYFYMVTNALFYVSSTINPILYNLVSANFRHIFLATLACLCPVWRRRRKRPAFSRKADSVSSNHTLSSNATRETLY
Large T inhibition = TAg ATPase/helicase activity blockers – biochemical (AID 1903) | SV40 large T antigen ATPase/helicase inhibition assay; higher % means a stronger effect | inhibition, % at 20 µM, or IC50 in µM where a hit was titrated | hit rate 0.39% among 310,000; in the data active means a potency from the dose series; further: strong numbers were not always called active
NTR1 agonist cell count 20 µM = also measured in NTR1 agonist; calls as there; cell count; measured here: cell count, cytotoxicity flag
NS5 inhibitors pilot replicate = recorded beside NS5 inhibitors, whose call it bears; inhibition, %; measured here: pilot screen replicate inhibition
Starred values were filed as active, the others as inactive. This is a random part of the collection; any-hit rate near 1.7%.

O=C(NNc1ccc([N+](=O)[O-])cc1)C1CC1c1ccccc1 (stereo not drawn) was read as AID2073 -8%, GPR35 arrestin U2OS 17%, GPR55 antagonists -3%, Yfh1-off respiration inactive, NS5 inhibitors -29%, MgcRacGAP inhibition 4%, GPR55 activation -0.1%, NTR1 agonist 0.6, Large T inhibition 4% and NTR1 agonist cell count 20 µM 25.
For COc1ccc(Oc2ncc(CN3CCN(c4ccccc4)CC3)s2)cc1 the results were AID2073 0%, GPR35 arrestin U2OS -10%, GPR55 antagonists 16%, Yfh1-off respiration inactive, NS5 inhibitors -8%, MgcRacGAP inhibition 3%, GPR55 activation -0.2%, NTR1 agonist 3.8, Large T inhibition 9% and NTR1 agonist cell count 20 µM 55.
Nc1nc(Cl)cc(-c2ccccc2)n1 was read as AID2073 17%, GPR35 arrestin U2OS 26%, GPR55 antagonists 17%, Yfh1-off respiration inactive, GPR55 activation -0.1%, NTR1 agonist 2.3, Large T inhibition -1% and NTR1 agonist cell count 20 µM 48.
`OCC1OC(n2cnc3c(NC4CCCC4)ncnc32)C(O)C1O` (stereo not drawn) gave Yfh1-off respiration inactive, NS5 inhibitors -6%, MgcRacGAP inhibition 9%, NTR1 agonist 4.9, Large T inhibition 9% and NTR1 agonist cell count 20 µM 86.
Screening COc1ccccc1CN(C(=O)c1ccco1)C(C(=O)NC1CCCC1)c1ccncc1 (stereo not drawn) returned AID2073 6%, GPR35 arrestin U2OS -10%, GPR55 antagonists -5%, Yfh1-off respiration inactive, NS5 inhibitors 0%, MgcRacGAP inhibition -1%, GPR55 activation 0.2%, NTR1 agonist -0.7, Large T inhibition 7% and NTR1 agonist cell count 20 µM 35.
For O=C(Cc1cccs1)NCCc1cn2ccccc2n1 the results were AID2073 -2%, GPR35 arrestin U2OS 7%, GPR55 antagonists -8%, Yfh1-off respiration inactive, NS5 inhibitors -7%, MgcRacGAP inhibition 5%, GPR55 activation 0.4%, NTR1 agonist -0.6, Large T inhibition 17% and NTR1 agonist cell count 20 µM 76.
`CCC(C)n1c(SCC(=O)NCCc2ccc(S(N)(=O)=O)cc2)nc2ccsc2c1=O` (stereo not drawn) gave AID2073 -5%, GPR35 arrestin U2OS -1%, GPR55 antagonists 7%, Yfh1-off respiration inactive, NS5 inhibitors -3%, MgcRacGAP inhibition -1%, GPR55 activation 0.5%, NTR1 agonist -0.1, Large T inhibition 7% and NTR1 agonist cell count 20 µM 70.
`COCCN1CCN(Cc2nc(C3(c4ccc(C)cc4)CCCC3)no2)CC1` gave AID2073 -8%, GPR35 arrestin U2OS -3%, GPR55 antagonists 9%, Yfh1-off respiration inactive, NS5 inhibitors -8%, MgcRacGAP inhibition 5%, GPR55 activation 0.0%, NTR1 agonist -0.9, Large T inhibition 8% and NTR1 agonist cell count 20 µM 63.
Screening O=C(COC(=O)c1ccccn1)Nc1c(Cl)cccc1Cl returned AID2073 0%, GPR35 arrestin U2OS 10%, GPR55 antagonists 7%, Yfh1-off respiration inactive, NS5 inhibitors -8%, MgcRacGAP inhibition 7%, GPR55 activation 0.2%, NTR1 agonist 0.1, Large T inhibition -4% and NTR1 agonist cell count 20 µM 44.
Screening CC(=O)c1cn(CCCCCCCn2cc(C(C)=O)c(=O)[nH]c2=O)c(=O)[nH]c1=O returned AID2073 6%, GPR35 arrestin U2OS -9%, GPR55 antagonists -2%, Yfh1-off respiration inactive, NS5 inhibitors 4%, MgcRacGAP inhibition 12%, GPR55 activation -0.2%, NTR1 agonist -2.1, Large T inhibition 29% and NTR1 agonist cell count 20 µM 76.
Screening CCO[C@@H]1OC(C(=O)NCc2ccccc2)=C[C@H](c2coc3ccccc3c2=O)[C@H]1CCCO returned AID2073 -8%, GPR35 arrestin U2OS 2%, GPR55 antagonists 6%, NS5 inhibitors -4%, MgcRacGAP inhibition 10%, GPR55 activation 1.0%, NTR1 agonist 12, Large T inhibition 4% and NTR1 agonist cell count 20 µM 43.
Screening Cc1cccc(C(C)C)c1NC(=O)C1CN(S(=O)(=O)c2ccccc2)CCN1S(=O)(=O)c1ccccc1 (stereo not drawn) returned AID2073 13%, GPR35 arrestin U2OS -6%, GPR55 antagonists -12%, Yfh1-off respiration inactive, NS5 inhibitors -2%, MgcRacGAP inhibition -12%, GPR55 activation 0.5%, NTR1 agonist -1.1, Large T inhibition 7% and NTR1 agonist cell count 20 µM 56.
CCOCCCNC(=O)CN(c1cc([N+](=O)[O-])ccc1OC)S(C)(=O)=O was read as AID2073 4%, GPR35 arrestin U2OS 5%, GPR55 antagonists 2%, Yfh1-off respiration inactive, NS5 inhibitors -2%, MgcRacGAP inhibition -3%, GPR55 activation -0.2%, NTR1 agonist -0.2, Large T inhibition -1% and NTR1 agonist cell count 20 µM 20.
CN(C)c1ccc(CNC2CC(C)(C)NC(C)(C)C2)cc1 was read as AID2073 -1%, GPR35 arrestin U2OS 13%, GPR55 antagonists -2%, Yfh1-off respiration inactive, NS5 inhibitors -3%, MgcRacGAP inhibition 12%, GPR55 activation -0.1%, NTR1 agonist -1.0, Large T inhibition 3% and NTR1 agonist cell count 20 µM 81.
`COc1ccc(N(C(=O)c2ccc(F)cc2)C2=CC3CCC(C2)N3C)cc1` (stereo not drawn) gave AID2073 -1%, GPR35 arrestin U2OS -10%, GPR55 antagonists 0%, Yfh1-off respiration inactive, NS5 inhibitors -1%, MgcRacGAP inhibition 6%, GPR55 activation 0.0%, NTR1 agonist 0.8, Large T inhibition 17% and NTR1 agonist cell count 20 µM 33.
For O=C(CN1C(=O)CSc2ccc(S(=O)(=O)N3CCOCC3)cc21)NCc1ccc(F)cc1 the results were AID2073 -2%, GPR35 arrestin U2OS 10%, GPR55 antagonists 12%, NS5 inhibitors 2%, MgcRacGAP inhibition 10%, GPR55 activation 0.3%, NTR1 agonist 0.8, Large T inhibition 7% and NTR1 agonist cell count 20 µM 60.
Screening O=C(COC(=O)c1ccccc1[N+](=O)[O-])NCCCc1ccccc1 returned AID2073 -5%, GPR35 arrestin U2OS 0%, GPR55 antagonists -2%, NS5 inhibitors -9%, MgcRacGAP inhibition 3%, GPR55 activation -0.2%, NTR1 agonist -1.9, Large T inhibition 24% and NTR1 agonist cell count 20 µM 27.
Screening CCOC(=O)COC(=O)c1ccc(O)cc1 returned AID2073 0%, GPR35 arrestin U2OS -19%, GPR55 antagonists 8%, Yfh1-off respiration inactive, NS5 inhibitors 18%, MgcRacGAP inhibition 7%, GPR55 activation -0.1%, NTR1 agonist 1.7, Large T inhibition 0%, NTR1 agonist cell count 20 µM 78 and NS5 inhibitors pilot replicate 2.4.
CN(C(=O)c1cccc(COc2ccc(Cl)cc2Cl)c1)c1ccccc1 was read as AID2073 -3%, GPR35 arrestin U2OS 2%, GPR55 antagonists 2.2µM*, Yfh1-off respiration inactive, NS5 inhibitors -3%, MgcRacGAP inhibition 5%, GPR55 activation -0.3% and Large T inhibition 5%.
`O=C(CCCCl)Nc1c2c(nn1-c1ccccc1)CSC2` gave AID2073 1%, GPR35 arrestin U2OS -3%, GPR55 antagonists -3%, NS5 inhibitors 1%, MgcRacGAP inhibition 10%, GPR55 activation -0.2%, NTR1 agonist -0.7, Large T inhibition 10% and NTR1 agonist cell count 20 µM 68.

Part of the list above in order of number of heavy atoms, largest number first.
Screening CCO[C@@H]1OC(C(=O)NCc2ccccc2)=C[C@H](c2coc3ccccc3c2=O)[C@H]1CCCO returned AID2073 -8%, GPR35 arrestin U2OS 2%, GPR55 antagonists 6%, NS5 inhibitors -4%, MgcRacGAP inhibition 10%, GPR55 activation 1.0%, NTR1 agonist 12, Large T inhibition 4% and NTR1 agonist cell count 20 µM 43.
Screening CC(=O)c1cn(CCCCCCCn2cc(C(C)=O)c(=O)[nH]c2=O)c(=O)[nH]c1=O returned AID2073 6%, GPR35 arrestin U2OS -9%, GPR55 antagonists -2%, Yfh1-off respiration inactive, NS5 inhibitors 4%, MgcRacGAP inhibition 12%, GPR55 activation -0.2%, NTR1 agonist -2.1, Large T inhibition 29% and NTR1 agonist cell count 20 µM 76.
`OCC1OC(n2cnc3c(NC4CCCC4)ncnc32)C(O)C1O` (stereo not drawn) gave Yfh1-off respiration inactive, NS5 inhibitors -6%, MgcRacGAP inhibition 9%, NTR1 agonist 4.9, Large T inhibition 9% and NTR1 agonist cell count 20 µM 86.

Further records follow:
For Cc1cccc(OCCCC(=O)O)c1 the results were AID2073 -3%, GPR35 arrestin U2OS -19%, GPR55 antagonists 14%, Yfh1-off respiration inactive, NS5 inhibitors -1%, MgcRacGAP inhibition 8%, GPR55 activation -0.1%, NTR1 agonist -0.7, Large T inhibition 7% and NTR1 agonist cell count 20 µM 46.
`O=C(NCc1ccco1)c1cccs1` gave AID2073 3%, GPR35 arrestin U2OS -2%, GPR55 antagonists 4%, Yfh1-off respiration inactive, NS5 inhibitors -8%, MgcRacGAP inhibition 16%, GPR55 activation -0.2%, NTR1 agonist -0.3, Large T inhibition 2% and NTR1 agonist cell count 20 µM 52.
For C#C[C@]1(O)CC[C@H]2[C@@H]3CCc4cc(O)ccc4[C@H]3CC[C@@]21C the results were AID2073 -3%, GPR35 arrestin U2OS 7%, GPR55 antagonists 0%, Yfh1-off respiration inactive, NS5 inhibitors -1%, MgcRacGAP inhibition 18%, GPR55 activation -0.1%, NTR1 agonist 1.2, Large T inhibition 17% and NTR1 agonist cell count 20 µM 51.
`Cc1c(NC(=O)CSc2nnc(COc3ccccc3)n2-c2ccccc2)c(=O)n(-c2ccccc2)n1C` gave AID2073 4%, GPR35 arrestin U2OS 4%, GPR55 antagonists 6%, Yfh1-off respiration inactive, NS5 inhibitors -2%, MgcRacGAP inhibition 2%, GPR55 activation 0.2%, NTR1 agonist -6.8, Large T inhibition 6% and NTR1 agonist cell count 20 µM 79.
Screening CC(=O)Nc1ccc(/C=C2/Sc3ccccc3C2=O)cc1 returned AID2073 13%, GPR35 arrestin U2OS -6%, GPR55 antagonists -7%, Yfh1-off respiration inactive, NS5 inhibitors 5%, MgcRacGAP inhibition 5%, GPR55 activation -0.2%, NTR1 agonist -0.8, Large T inhibition 6% and NTR1 agonist cell count 20 µM 52.
`CCOc1cc(C2C(C(=O)c3ccc(C)cc3)=C(C(=O)OC)Nc3nnnn32)ccc1O` (stereo not drawn) gave AID2073 -5%, GPR35 arrestin U2OS -3%, GPR55 antagonists 9%, Yfh1-off respiration inactive, NS5 inhibitors -3%, MgcRacGAP inhibition 9%, GPR55 activation 0.2%, NTR1 agonist -0.7, Large T inhibition 7% and NTR1 agonist cell count 20 µM 26.
`CCC(C(=O)NC(C)(C)C)N(C(=O)c1ccc(Cl)nc1)C1CCCC1` (stereo not drawn) gave AID2073 11%, GPR35 arrestin U2OS -3%, GPR55 antagonists 4%, Yfh1-off respiration inactive, NS5 inhibitors -7%, MgcRacGAP inhibition 2%, GPR55 activation 0.5%, NTR1 agonist 0.3, Large T inhibition -6% and NTR1 agonist cell count 20 µM 68.

Compound activity from PubChem BioAssay.
